rCAG binder = binders of r(CAG) RNA repeats, primary screen, biochemical, fluorescence; r(CAG) RNA repeat, TO-PRO-1 dye displacement fluorescence; inhibition, % at 3 µM; 370,000 compounds, 1.3% hits;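 active = inhibition above the plate cutoff, the mean of all test compounds on that plate plus 3 SD, cut at about 35% in these data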;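 also: 0% = DMSO alone and 100% = 100 µM mitoxantrone as full dye displacement; higher means more dye released from RNA so lower well fluorescence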
TDP2 absorb = human TDP2 enzyme inhibitors, primary screen, biochemical, epi absorbance, recombinant enzyme. T5PNP hydrolysis, p-nitrophenol absorbance 415 nm. inhibition, % at 12.8 µM. Tyrosyl-DNA phosphodiesterase 2 (Homo sapiens), O95551. 370,000 compounds, 0.34% hits;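 active = inhibition above the mean of all tested compounds plus 3 SD, set per campaign, cut at about 25% in these data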;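 also: 0% = DMSO with enzyme and 100% = buffer with substrate but no TDP2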
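Assay system: Recombinant human TDP2 | Quantity: 120 nM TDP2 per well | Incubation: 2 h at 37 °C | Signal: Epi absorbance | Evaluation: Percent inhibition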
SIAE inh = human SIAE inhibitors, primary screen, biochemical, fluorescence polarization, FP-Rh probe, 1536-well HTS | Sialate O-acetylesterase (Homo sapiens), Q9HAT2 | SIAE FP-Rh probe binding | inhibition, % at 9.66 µM | 370,000 compounds, 0.69% hits | AID 1053197, 2014;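 active = inhibition above a cutoff: mean of compounds within the control limits plus 3 SD of those, cut at about 17% in these data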;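 also: 0% = plate median of compound wells and 100% = probe without SIAE protein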
TCR-CD3 inh = inhibitors of human TCR-CD3 interaction, primary screen, biochemical, fluorescence, TAMRA-labeled TCR probe | T-cell receptor (TCR) | inhibition, % at 9.4 µM | 360,000 compounds, 0.37% hits; in the data active = inhibition above about 19%;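 also: recombinant mutant TCR 2C K166C tagged with TAMRA read by polarization; 0% = receptor in buffer alone and 100% = receptor with positive control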
MBD2 DNA inh = inhibitors of MBD2 binding to methylated DNA, primary screen, biochemical, TR-FRET, DNA-binding domain, human. 370,000 compounds, 0.31% hits. AID 686964, 2013. MBD2 binding to methylated oligonucleotide. inhibition, % at 4.4 µM; in the data active = inhibition above about 13%
PRMT1 FP inh = PRMT1 methyltransferase inhibitors, primary screen, biochemical, fluorescence polarization | AID 652257, 2013 | Protein arginine N-methyltransferase 1 (Homo sapiens), Q99873 | recombinant PRMT1, activity-based probe fluorescence polarization | inhibition, % at 2.79 µM | 370,000 compounds, 1.3% hits;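 active = inhibition above about 21% made by adding two undisclosed values, limit read from the data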
HTRA1 inhibitor = HTRA1 serine protease inhibitors, primary screen, biochemical, fluorescence polarization, HTS. recombinant HTRA1, FP-rhodamine activity-based probe. AID 504803, 2011. 340,000 compounds, 0.5% hits. inhibition, % at 5.96 µM; in the data active = inhibition above about 36%;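 also: 0% = enzyme with DMSO and 100% = wells lacking enzyme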
NPR2 activator = human GC-B receptor activators, primary screen, HEK293 GC-B cells, cGMP TR-FRET, EC30 CNP. 0% at EC30 CNP, 100% saturating CNP. Atrial natriuretic peptide receptor 2 (Homo sapiens), P20594. activation, % at 10 µM. 370,000 compounds, 0.11% hits. AID 1920062, 2024;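 active = activation at 10 µM reaching about 35% in either raw or pattern-adjusted values, limit read from the data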
Target sequence (P20594 whole entry, looked up): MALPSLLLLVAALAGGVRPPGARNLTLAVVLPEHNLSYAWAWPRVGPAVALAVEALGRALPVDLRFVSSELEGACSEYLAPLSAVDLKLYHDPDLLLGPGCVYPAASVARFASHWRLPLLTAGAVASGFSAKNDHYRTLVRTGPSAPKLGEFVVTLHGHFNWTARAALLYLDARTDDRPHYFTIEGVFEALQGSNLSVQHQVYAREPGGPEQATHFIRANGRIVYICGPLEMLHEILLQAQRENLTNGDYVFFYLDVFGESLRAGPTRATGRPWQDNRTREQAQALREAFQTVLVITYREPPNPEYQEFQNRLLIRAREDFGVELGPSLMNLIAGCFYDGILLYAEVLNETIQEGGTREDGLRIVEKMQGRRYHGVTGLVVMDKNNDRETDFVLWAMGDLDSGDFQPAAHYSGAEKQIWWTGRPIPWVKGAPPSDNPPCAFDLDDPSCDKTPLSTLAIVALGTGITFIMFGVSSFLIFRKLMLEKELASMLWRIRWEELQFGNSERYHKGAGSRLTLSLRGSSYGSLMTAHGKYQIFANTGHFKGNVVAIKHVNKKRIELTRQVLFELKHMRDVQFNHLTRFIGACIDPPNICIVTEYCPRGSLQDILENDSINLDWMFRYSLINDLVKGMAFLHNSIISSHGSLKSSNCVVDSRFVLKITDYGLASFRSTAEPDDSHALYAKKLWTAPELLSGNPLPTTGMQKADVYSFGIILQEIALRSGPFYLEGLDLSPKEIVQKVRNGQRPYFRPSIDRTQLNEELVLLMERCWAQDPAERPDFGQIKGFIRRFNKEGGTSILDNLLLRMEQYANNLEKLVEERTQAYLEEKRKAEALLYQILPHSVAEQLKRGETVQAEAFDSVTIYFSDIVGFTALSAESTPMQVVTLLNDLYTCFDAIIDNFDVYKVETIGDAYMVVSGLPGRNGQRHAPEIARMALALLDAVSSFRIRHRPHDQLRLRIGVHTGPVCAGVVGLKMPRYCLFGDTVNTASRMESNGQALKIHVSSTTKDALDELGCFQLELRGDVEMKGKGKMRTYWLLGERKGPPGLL
mABHD4 FP = ABHD4 inhibitors, primary screen, biochemical, fluorescence polarization, mouse; purified mABHD4, FP-Rh probe fluorescence polarization; inhibition, % at 8.92 µM; 370,000 compounds, 0.54% hits;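 active = inhibition exceeding the mean over every tested compound plus 3 SD, cut at about 30% in these data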;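 also: 0% = plate median of compound wells and 100% = S159A mutant with DMSO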
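system = mouse ABHD4 enzyme, wild type | medium = HEPES pH 7.0, NaCl, Pluronic buffer | also added = FP-Rh probe | incubation = Enzyme–compound pre-incubation 45 min, then probe 60 min, both 25 °C | technique = fluorescence polarization, excitation 525 nm, emission 598 nm, BODIPY TMR filters | controls = S159A mutant high control, sample median low control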
LEDGF integ inh = blockers of LEDGF/p75-dependent integrase strand transfer – biochemical, TR-FRET, high throughput, primary screen. HIV-1 integrase (with human LEDGF/p75). TR-FRET IN-LEDGF/p75 DNA integration, Eu/Cy5. AID 743269, 2014. inhibition, % at 3.7 µM. 370,000 compounds, 0.64% hits;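 active = inhibition above the screen-wide mean plus 3 SD, cut at about 13% in these data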;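 also: signal is the Cy5 over europium emission ratio at 671 and 618 nm; 0% = plate median of compound wells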
* marks the source's active call; other numbers are inactive results; x = no result given. An excerpt. The share of hits here may be higher or lower than overall.

1) COc1ccc(C(C(=O)NCC2CCCO2)N(C(=O)CNC(=O)c2ccco2)c2ccc(C)c(C)c2)cc1OC (stereo unspecified)
2) CCCn1c(SCC(=O)N2CCc3ccccc32)nnc1-c1ccco1
3) CCN=C1NC(c2cccc(Cl)c2)C(C(=O)OC)=C(C)N1Cc1ccccc1C(F)(F)F (stereo unspecified)
4) COc1ccccc1CNC(=O)COC(=O)CCN=C1NS(=O)(=O)c2ccccc21
5) COc1ccc(-c2cc(C(=O)N/N=C/c3ccc4c(c3)OCO4)c3ccccc3n2)c(OC)c1
6) CN(C(=O)c1cccc(NC(=O)Cc2cccc(NC(=O)C3CCN(C(=O)C4CCC4)CC3)c2)c1)C1CC1
7) CCOc1ccc2nc(NC(=O)CSc3nc(-c4ccccc4)c(C#N)c(=O)[nH]3)sc2c1
8) CCCCc1nc(NCCN2CCOCC2)c(C#N)c2c1COC(C)(C)C2
9) CCN(CC)C(=O)c1ccc(CS(=O)(=O)c2ccc(Br)cc2)cc1
10) Cc1onc(-c2ccccc2)c1C(=O)Nc1nc(-c2ccccc2)cs1
Compound	1	2	3	4	5	6	7	8	9	10
rCAG binder	-9	0	4	3	17	-1	83*	-4	-5	5
TDP2 absorb	7	-10	-8	-7	-14	-8	-8	-12	-6	3
SIAE inh	2	5	5	-1	-8	-3	-17	-4	9	-12
TCR-CD3 inh	7	-1	2	1	-3	2	-2	2	3	-2
MBD2 DNA inh	-5	-1	1	2	1	-3	1	0	-4	4
PRMT1 FP inh	0	1	-1	-4	5	-7	5	-2	1	0
HTRA1 inhibitor	-2	6	x	5	-46	4	-89	-11	5	-32
NPR2 activator	0	-6	-12	-8	7	6	3	6	-4	4
mABHD4 FP	2	-7	11	-7	-32	0	-54	-3	-3	-27
LEDGF integ inh	2	-1	0	4	4	1	2	1	1	-4

A different layout for part of the listing above:
| cpd | canonical_smiles | rCAG binder | TDP2 absorb | SIAE inh | TCR-CD3 inh | MBD2 DNA inh | PRMT1 FP inh | HTRA1 inhibitor | NPR2 activator | mABHD4 FP | LEDGF integ inh |
| --- | --- | --- | --- | --- | --- | --- | --- | --- | --- | --- | --- |
| 5 | COc1ccc(-c2cc(C(=O)N/N=C/c3ccc4c(c3)OCO4)c3ccccc3n2)c(OC)c1 | 17 | -14 | -8 | -3 | 1 | 5 | -46 | 7 | -32 | 4 |
| 10 | Cc1onc(-c2ccccc2)c1C(=O)Nc1nc(-c2ccccc2)cs1 | 5 | 3 | -12 | -2 | 4 | 0 | -32 | 4 | -27 | -4 |
| 6 | CN(C(=O)c1cccc(NC(=O)Cc2cccc(NC(=O)C3CCN(C(=O)C4CCC4)CC3)c2)c1)C1CC1 | -1 | -8 | -3 | 2 | -3 | -7 | 4 | 6 | 0 | 1 |
| 9 | CCN(CC)C(=O)c1ccc(CS(=O)(=O)c2ccc(Br)cc2)cc1 | -5 | -6 | 9 | 3 | -4 | 1 | 5 | -4 | -3 | 1 |
| 7 | CCOc1ccc2nc(NC(=O)CSc3nc(-c4ccccc4)c(C#N)c(=O)[nH]3)sc2c1 | 83* | -8 | -17 | -2 | 1 | 5 | -89 | 3 | -54 | 2 |

Further results follow:
11) CCOC(=O)C1CCN(Cc2nc3ccc([N+](=O)[O-])cc3c(=O)n2-c2ccc(OC)cc2OC)CC1
12) C/C(CC(=O)Nc1ccc(N(C)C)cc1)=N\NC(=O)c1ccncc1
13) COc1ccccc1CNC(=O)c1cc(-c2ccc(F)cc2OC)n[nH]1
14) COc1cccc(N(CC(=O)N2CCOCC2)S(C)(=O)=O)c1
15) Cc1ccccc1NC(=O)C(C)Sc1nnc(CN2CCCC2)n1Cc1ccccc1 (stereo unspecified)
16) COc1ccc(S(=O)(=O)Nc2ccc(S(=O)(=O)N3CCCCC3)cc2)cc1OC
17) O=C(Nc1ccc(N2CCCC2)cc1)c1cc([N+](=O)[O-])ccc1N1CCOCC1
18) COc1cc(/C=N\NC(=O)c2ccc(-c3ccccc3)cc2)cc(OC)c1O
19) COCCNC(=O)/C(C#N)=C/c1cccs1
20) O=S(=O)(NCc1ccccc1Cl)c1ccc(-n2cnnn2)cc1
Compound	11	12	13	14	15	16	17	18	19	20
rCAG binder	6	3	3	0	1	11	1	12	0	1
TDP2 absorb	-2	7	-8	17	-4	-2	7	5	5	8
SIAE inh	-1	2	-11	12	-2	1	3	28*	1	8
TCR-CD3 inh	2	5	-6	2	1	4	8	2	3	-3
MBD2 DNA inh	-3	-4	-2	-6	3	-4	-4	-3	0	2
PRMT1 FP inh	1	3	4	0	4	1	-1	-3	-2	1
HTRA1 inhibitor	3	0	x	-3	2	3	10	-9	2	6
NPR2 activator	3	-2	7	1	-4	4	-4	-5	0	5
mABHD4 FP	0	7	-20	3	-6	5	6	20	-2	2
LEDGF integ inh	3	0	5	2	-1	0	2	0	1	0

21) Cc1cc(NC(=O)CSc2nc3c(sc4ccccc43)c(=O)n2CCCN2CCOCC2)n[nH]1
22) CC(Cc1ccccc1)Nc1ncnc2c1ncn2C1OC(CO)C(O)C1O (stereo unspecified)
23) COc1ccc(NC(=O)CSc2c(C)nn(-c3nnc(C)c(=O)[nH]3)c2C)cc1
24) CCCOc1ccc(N2CC(C(=O)Nc3ccc(N4CCOCC4)cc3)CC2=O)cc1 (stereo unspecified)
25) O=[N+]([O-])c1ccccc1/C=C/c1ccc2ccccc2n1
26) Cc1ccc(CN(c2ccc(C(=O)N3CCOCC3)cc2)S(C)(=O)=O)cc1
27) O=C(NCCCCCCCN1CCCCCCC1)C(C1CCCCC1)C1CCCCC1
28) COc1ccc(N2c3ccccc3CN(Cc3ccccc3)CC2Cc2cc(OC)c(OC)c(OC)c2)cc1 (stereo unspecified)
29) Cc1ccc(S(=O)(=O)N2CCN(C3CC(=O)N(CCc4ccccc4)C3=O)CC2)cc1C (stereo unspecified)
30) O=C(CSc1nc2ncc(Cl)cc2[nH]1)Nc1ccccc1-c1ccccc1
Compound	21	22	23	24	25	26	27	28	29	30
rCAG binder	1	0	3	-4	1	-1	6	4	-2	5
TDP2 absorb	7	9	4	-9	0	-5	-2	-9	-10	8
SIAE inh	-1	-3	1	2	3	4	3	9	-7	-7
TCR-CD3 inh	-5	6	0	-6	4	6	2	0	-1	1
MBD2 DNA inh	-1	9	8	0	1	-2	1	1	5	3
PRMT1 FP inh	6	4	2	-2	0	-3	-2	-3	3	2
HTRA1 inhibitor	-2	-1	-2	-1	-18	2	-1	-1	-6	-5
NPR2 activator	1	-1	1	2	-7	2	-2	-15	1	-5
mABHD4 FP	-3	5	1	2	0	0	3	-7	-3	2
LEDGF integ inh	-1	-1	4	-5	-1	1	1	3	1	0

31) Cc1cc2oc(=O)cc(CN(C)Cc3cccc(F)c3)c2cc1Cl
32) COc1ccc(C(=O)/C=C/c2cccnc2)c(OC)c1
33) CC(=O)CC(c1ccc([N+](=O)[O-])cc1)c1c(O)c2ccccc2oc1=O (stereo unspecified)
34) CCOc1ccc(N2C(=O)Nc3ccc(Br)cc3C2(O)C(=O)NCCN(C)C)cc1 (stereo unspecified)
35) COc1cc(-c2nc(S(=O)(=O)c3ccc(Cl)cc3)c(N(C)C)o2)cc(OC)c1OC
36) CCCCCCCCn1c(=O)c(C(=O)OCC)c(O)c2ccccc21
37) COc1ccccc1NC(=O)Nc1nc(CC(=O)Nc2cc(F)ccc2F)cs1
38) O=C(NCc1ccccc1Cl)c1ccc2sc([C@@H]3O[C@H](CO)[C@H](O)[C@H](O)[C@H]3O)nc2c1
39) Cc1nn(-c2ccccc2)c(N)c1C(c1ccc(C(C)C)cc1)c1c(C)nn(-c2ccccc2)c1N
40) CCOC(=O)C1=CCC(c2ccc(C#N)cc2)N(S(=O)(=O)c2ccc(C)cc2)C1 (stereo unspecified)
Compound	31	32	33	34	35	36	37	38	39	40
rCAG binder	0	-3	3	4	-1	28	29	3	-1	7
TDP2 absorb	-12	-12	1	-4	-3	9	-2	2	9	0
SIAE inh	-12	-7	-1	4	4	4	17	-1	2	5
TCR-CD3 inh	2	-10	2	-2	0	2	19	-8	-3	2
MBD2 DNA inh	2	6	1	2	-3	-5	-6	2	-2	1
PRMT1 FP inh	4	6	3	1	3	-4	0	1	0	-2
HTRA1 inhibitor	-36	7	6	0	4	5	-54	x	-5	x
NPR2 activator	-8	6	-1	5	6	1	4	-7	0	-6
mABHD4 FP	-5	-2	2	4	-4	4	-17	-8	4	-8
LEDGF integ inh	-4	1	-5	-1	2	3	-5	-7	-2	5

41) CCOc1ccc(CCNC(=O)c2ccc3nc(N4CCOCC4)sc3c2)cc1OCC
42) COC(=O)c1oc2c(c1C)C(=O)CC(C)(C)C2
43) O=S(=O)(/C=C/c1ccccc1)NC1CCCCCC1
44) CS(=O)(=O)c1nc(-c2ccccc2)c(-c2ccccc2)[nH]1
45) COc1ccc(/C=C/C(=O)OCC(=O)NCCc2ccccc2)c(OC)c1
46) O=C(CC1Oc2ccccc2NC1=O)NC1CCCC1 (stereo unspecified)
47) COc1ccc2cc(C(=O)NCCc3ccccc3)[nH]c2c1
48) O=C(NCc1ccccc1F)Nc1ccc([N+](=O)[O-])cc1
49) COc1ccccc1NC(=O)c1ccccc1NS(C)(=O)=O
Compound	41	42	43	44	45	46	47	48	49
rCAG binder	-9	-6	-3	5	-2	0	-3	-1	8
TDP2 absorb	7	-6	-5	-2	-1	-3	2	4	5
SIAE inh	6	0	-5	1	4	5	-1	-4	12
TCR-CD3 inh	-5	6	-1	3	-3	-1	-6	4	2
MBD2 DNA inh	3	4	-4	-1	-2	-3	1	1	0
PRMT1 FP inh	-1	-2	-1	-3	-7	3	-2	-2	-1
HTRA1 inhibitor	-2	-11	x	4	-13	-1	-7	-12	9
NPR2 activator	7	-3	0	5	0	-2	-12	1	-2
mABHD4 FP	-4	-1	-6	8	-7	-2	2	-6	1
LEDGF integ inh	-1	-3	-4	2	1	-1	-7	-3	-1

Screens from PubChem BioAssay.
